Assay outcomes as filed in PubChem BioAssay.
GLD-1 RNA inh – GLD-1-TGE RNA interaction inhibition (C. elegans). purified GLD-1 + fluorescein TGE RNA, fluorescence polarization. AID 2280. inhibition, % at 5.96 µM. Q17339. hit rate 0.44% among 320,000;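 active = percent inhibition above a per-plate cutoff, the plate mean of test compounds plus 3 SD, cut at about 30% in these data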;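 note: 0% = DMSO wells with GLD-1 and probe and 100% = wells lacking GLD-1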
Target sequence (Q17339 whole entry, looked up): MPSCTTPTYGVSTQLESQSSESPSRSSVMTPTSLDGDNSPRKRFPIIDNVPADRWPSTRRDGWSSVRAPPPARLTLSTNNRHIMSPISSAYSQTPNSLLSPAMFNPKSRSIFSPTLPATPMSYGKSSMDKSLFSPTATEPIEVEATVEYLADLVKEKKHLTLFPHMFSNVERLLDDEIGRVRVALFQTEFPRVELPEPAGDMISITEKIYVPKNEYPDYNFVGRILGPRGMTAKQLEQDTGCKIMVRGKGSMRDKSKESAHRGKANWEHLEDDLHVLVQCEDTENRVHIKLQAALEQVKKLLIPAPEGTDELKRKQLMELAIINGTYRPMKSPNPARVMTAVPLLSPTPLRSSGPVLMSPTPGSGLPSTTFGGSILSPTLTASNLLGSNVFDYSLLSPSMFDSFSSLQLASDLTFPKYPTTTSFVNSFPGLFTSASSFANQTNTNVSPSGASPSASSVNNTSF
Efflux pump inh – inhibitors of Candida antifungal efflux pumps expressed in yeast. S. cerevisiae Candida pump triplex, Nile Red efflux. inhibition, % at 10 µM. hit rate 0.44% among 330,000;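 active = plate passing quality check with inhibition over a set limit, or well fluorescence over plate mean plus 4 SD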;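 note: Nile Red retained in pooled yeast measured as flow cytometry median fluorescence; 0% = buffer negative control and 100% = Enniatin B positive control; higher means more Nile Red kept so more efflux inhibition; some compounds called inactive have numbers as strong as hits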
BCLXL inh – blocks human Bcl-xL binding to Bim BH3 peptide; GST-Bcl-xL / FITC-Bim BH3 peptide fluorescence polarization; inhibition, % at 10.9 µM; AID 2129; Q07817; hit rate 0.7% among 320,000;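 active = inhibition above the mean of all tested compounds plus 3 SD, cutoff set per campaign, cut at about 30% in these data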;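 note: 0% = DMSO wells and 100% = unlabeled Bim-BH3 peptide competitor; inhibitors lower millipolarization by displacing the labeled peptide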
Target sequence (Q07817 whole entry, looked up): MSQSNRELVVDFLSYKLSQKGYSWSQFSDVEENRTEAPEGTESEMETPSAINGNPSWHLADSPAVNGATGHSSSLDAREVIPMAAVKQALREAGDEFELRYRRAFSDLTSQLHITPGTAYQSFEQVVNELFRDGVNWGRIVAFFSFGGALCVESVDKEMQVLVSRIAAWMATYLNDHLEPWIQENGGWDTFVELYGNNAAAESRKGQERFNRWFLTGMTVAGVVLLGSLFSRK
MCL1 BIM primary – disrupts human MCL1 binding to BIM-BH3 peptide; Q07820; GST-MCL1 / FITC-Bim-BH3 fluorescence polarization; inhibition, % at 10.9 µM; hit rate 0.68% among 320,000;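 active = inhibition above the mean inhibition of all tested compounds plus 3 SD, set per campaign, cut at about 40% in these data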;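 note: 0% = DMSO wells and 100% = unlabeled Bim-BH3 peptide control; higher means more loss of mP so more displacement of Bim peptide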
MEX-5 binding – C. elegans MEX-5 TCR-2 RNA binding activity | Q9XUB2 | MEX-5/FITC-TCR2 RNA binding, fluorescence polarization; hits give low values | activity score (negative = inhibition of binding), % at 10 µM | hit rate 0.38% among 300,000 | AID 1832;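 active = inhibition past about -25% in most replicates, and total fluorescence under double the plate's negative control median, limit read from the data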;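 note: 0% = DMSO and -100% = 5 µM competing unlabeled TCR2 RNA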
Yeast superoxide – yeast age-related superoxide inhibition as caloric restriction mimetic | hit rate 0.18% among 330,000 | S. cerevisiae aged cells, superoxide DHE fluorescence; hits give low values | superoxide response (% of plate mean), % at 10 µM | AID 2690;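 active = superoxide response under a set limit, about three screen SD below normal, cut at about 65% in these data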;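 note: yeast aged for seven days with compound at 30 °C before DHE staining; 100% = average MFI of all compound-treated wells on the plate with controls excluded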
Fam108B counter – Fam108B inhibition, counter-screen for RBBP9 inhibitors | AID 1947 | hit rate 0.33% among 300,000 | inhibition, % at 9.51 µM | recombinant Fam108B, FP-Rh probe fluorescence polarization;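 active = inhibition above the screen mean inhibition plus 3 SD, computed separately per campaign, cut at about 18% in these data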;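 note: inhibitors lower polarization as less probe binds the enzyme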
EBNA-1 inhibitor – blocks EBNA-1 binding to DNA; EBNA-1 DNA binding, fluorescence polarization; inhibition, % at 14.8 µM; hit rate 0.34% among 300,000; AID 1950; in the data active = inhibition above about 28%
ZTA counter – blocks Epstein-Barr virus ZTA, an EBNA-1 counter-screen. P03206. ZTA-DNA binding, fluorescence polarization. inhibition, % at 11 µM. hit rate 0.15% among 320,000; in the data active = inhibition above about 33%
Target sequence (P03206 whole entry, looked up): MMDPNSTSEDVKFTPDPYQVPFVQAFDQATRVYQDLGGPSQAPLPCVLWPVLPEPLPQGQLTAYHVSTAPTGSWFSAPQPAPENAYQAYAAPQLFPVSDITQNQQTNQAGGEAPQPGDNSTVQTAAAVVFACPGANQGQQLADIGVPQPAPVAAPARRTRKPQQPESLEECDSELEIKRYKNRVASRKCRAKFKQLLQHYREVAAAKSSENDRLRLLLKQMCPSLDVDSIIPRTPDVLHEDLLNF
Numbers without * were called inactive; / = not tested or not shown.

nr	Structure	GLD-1 RNA inh	Efflux pump inh	BCLXL inh	MCL1 BIM primary	MEX-5 binding
1	CC(=O)OC(COc1ccccc1)Cn1cnc2cc(C)c(C)cc21 (configuration not stated)	7.1	0.2	0.1	4.4	1.5
2	COc1ccc(C(=O)OC(C)C(=O)NC2CCCC2)cc1S(=O)(=O)N1CCOCC1 (configuration not stated)	1.8	0.1	-2.4	-5.0	/
3	CCc1c(C)nc2c(-c3ccccc3)c(C)nn2c1Nc1ccc(NC(C)=O)cc1	4.9	0.4	0.4	-2.4	0.5
4	O=C(CN1C(=O)NC(c2ccccc2)(c2ccccc2)C1=O)N1CCN(c2ccccc2F)CC1	7.0	-0.2	3.5	7.1	/
5	O=C1C2C3C=CC(C3)C2C(=O)N1c1ccc2ccccc2n1 (configuration not stated)	10.5	0.0	9.6	10.8	0.0
6	CSc1nsc2nc(=O)c(/C=C3\C(C)=Nc4ccc(C)cc43)c(N)n12	-19.7	0.1	-8.9	-16.3	-10.6
7	COc1ccc(NC(=S)/N=C(\N)Nc2nc(C)c3ccc(C)cc3n2)cc1	-1.6	-0.2	11.2	4.4	0.1
8	CCC(=O)N(Cc1cc2ccccc2[nH]c1=O)C(C)C	-0.6	0.0	1.7	3.0	0.0
9	COc1ccc(C2=NS(=O)(=O)N(C)C(C(=O)NCc3cccs3)=C2)cc1OC	6.2	-0.1	4.0	-3.8	0.2
10	Cc1ccc(C)c(NC(=O)COC(=O)c2cc3ccccc3oc2=O)c1	0.0	-0.1	5.0	9.0	/
11	COc1ccccc1NC(NC(=O)c1ccccn1)C(Cl)(Cl)Cl (configuration not stated)	6.5	-0.2	2.8	9.9	1.2
12	N#Cc1nc(COc2cccc(Cl)c2)oc1NCc1ccco1	-0.5	0.0	3.2	8.8	2.3
13	CCN1CCN(S(=O)(=O)c2ccc3[nH]c(=O)oc3c2)CC1	1.4	-0.2	7.1	5.4	1.0
14	Cc1nn(C)c(C(=O)Nc2ccc(Cl)c([N+](=O)[O-])c2)c1Cl	-2.2	-0.1	1.2	-8.8	0.2
15	Cc1ccc(-c2csc3nc(CSc4nnc(-c5ccc(Cl)cc5)n4C)[nH]c(=O)c23)cc1	-4.0	0.3	-6.4	-14.0	-0.3

nr	Yeast superoxide	Fam108B counter	EBNA-1 inhibitor	ZTA counter
1	90.2	-3.0	-7.7	-8.1
2	102.5	/	/	12.3
3	118.1	-0.7	-9.2	-11.9
4	93.2	/	/	8.3
5	102.7	3.0	0.6	5.8
6	115.9	7.4	1.5	7.7
7	95.0	-1.3	14.7	6.2
8	89.1	-1.4	3.4	9.3
9	80.4	-3.9	9.8	6.2
10	106.4	/	/	1.9
11	101.7	-0.5	2.4	-3.8
12	100.6	-2.2	4.4	-6.8
13	92.3	1.2	0.1	0.6
14	100.9	1.5	8.3	6.0
15	97.5	-0.4	-2.9	-1.6

The listing continues.
nr	Structure	GLD-1 RNA inh	Efflux pump inh	BCLXL inh	MCL1 BIM primary	MEX-5 binding
16	COCc1cc(C)nc2sc(C(=O)Nc3cccc(OC)c3)c(N)c12	-3.1	0.2	1.2	-2.8	-0.9
17	Cc1ccc(S(=O)(=O)Cc2cc(F)c([N+](=O)[O-])cc2[N+](=O)[O-])cc1	3.0	-0.1	5.2	5.5	2.6
18	CCCCn1nc(C(=O)Nc2c(C)n(C)n(-c3ccccc3)c2=O)c2ccccc2c1=O	11.3	0.4	3.2	0.8	/
19	CCO/C=C/C(=O)N(C)CCC#N	-0.3	0.2	1.9	0.2	0.5
20	CCN(CC)c1ccc(CNc2nc3ccccc3n2CCN2CCCCC2)cc1	-6.1	-0.1	-5.6	-1.6	4.3
21	CC(C)c1ccc(NC(=O)C2CC(=O)N=C(N)S2)cc1 (configuration not stated)	2.3	-0.1	1.5	6.3	0.3
22	CCOc1ccc(S(=O)(=O)N2CCN(c3ccccc3OC)CC2)c2cccnc12	6.5	-0.1	8.0	10.3	0.6
23	CC1(C)CC(=O)C2=C(C1)Nc1cc(C(=O)c3ccccc3)ccc1NC2c1ccccn1 (configuration not stated)	3.9	0.0	5.4	8.4	2.6
24	CCOC(=O)CN(C(=O)CNC(=O)c1ccco1)C(C(=O)NC1CCCCC1)c1cccnc1 (configuration not stated)	0.9	0.5	1.1	-8.2	-1.5
25	CC(CNC(=O)CN1C(=O)NC2(CCOc3ccccc32)C1=O)c1ccccc1 (configuration not stated)	7.4	0.0	1.3	-8.6	/
26	S=c1nc[nH]c2c1cnn2-c1ccccc1	2.0	0.2	-1.4	-7.6	3.2
27	CCOC(=O)c1c(-c2ccc(OC)cc2)csc1NC(=O)CCN1CCOCC1	5.8	0.1	4.7	1.3	/
28	Cc1ccc(N=C2NC(=O)/C(=C/c3cccs3)S2)cc1C	-34.6	0.1	-12.5	-38.2	-5.3
29	CC(C)c1cc(C(=O)N2CCCC(Nc3ccc(F)c(F)c3)C2)nc(N)n1 (configuration not stated)	3.0	1.9	1.7	0.6	-2.1
30	Cc1ccccc1C(=O)N1CCC(C(=O)Nc2ccc(C(C)C)cc2)CC1	3.3	-0.1	1.4	-1.8	-1.0

nr	Yeast superoxide	Fam108B counter	EBNA-1 inhibitor	ZTA counter
16	99.4	-1.7	-1.2	-6.5
17	114.8	-0.9	-7.5	4.0
18	85.2	/	/	1.5
19	80.3	2.2	-10.9	-2.3
20	91.5	2.1	-3.1	1.6
21	100.3	-3.7	3.9	5.9
22	89.0	5.3	8.2	-1.8
23	93.2	-1.3	7.5	-1.0
24	103.6	-1.5	2.8	-2.1
25	95.4	/	/	4.5
26	86.9	-5.8	-9.9	13.5
27	101.7	1.7	4.8	2.1
28	59.4*	-28.3	4.6	11.6
29	114.4	-9.2	-8.0	7.8
30	96.1	2.0	3.1	2.3

Remaining list, next part:
nr	Structure	GLD-1 RNA inh	Efflux pump inh	BCLXL inh	MCL1 BIM primary	MEX-5 binding
31	CS(=O)(=O)N(CC(=O)NCC1CCCO1)c1cc(Cl)ccc1Cl (configuration not stated)	-3.3	0.1	2.1	2.8	2.7
32	CCOc1ccc(C2C=C(c3ccc(F)cc3)Nc3ncnn32)cc1 (configuration not stated)	44.1*	-0.1	38.2*	44.8*	-1.5
33	CC(=O)c1ccc(N2CCN(C(=O)[C@H](C)NC(=O)c3ccccc3Cl)CC2)cc1	7.7	-0.1	6.5	3.2	1.2
34	O=C(COC(=O)c1cccnc1Cl)c1ccc(Cl)cc1Cl	8.9	0.0	4.5	-2.8	-0.8
35	Cc1ccc(S(=O)(=O)N2CCN(C(=O)NCc3ccc(F)cc3)CC2)c(C)c1	-2.0	0.1	3.1	3.8	2.6
36	CN(C(=O)CSc1nnc(Cc2ccccc2F)n1N)C1CCS(=O)(=O)C1 (configuration not stated)	2.7	-0.2	5.2	1.9	-1.9
37	Cc1ccc(S(=O)(=O)N2CCCC(NC(=O)N3CCN(c4ccccc4)CC3)C2)cc1 (configuration not stated)	-9.1	0.1	0.1	-2.5	0.0
38	Cc1ccc(C(OC(=O)c2ccco2)C(=O)NCc2cccs2)cc1 (configuration not stated)	-4.7	0.1	4.4	0.7	-1.4
39	CCOc1ccc(N(CC(=O)NCc2ccccc2Cl)S(=O)(=O)c2c(C)noc2C)cc1	2.6	0.1	3.2	0.7	1.1
40	Cc1ccc(-c2cc(C(=O)OCC(=O)N(C)c3c(N)n(Cc4ccccc4)c(=O)[nH]c3=O)c3ccccc3n2)o1	1.7	0.0	12.0	7.4	0.9
41	COc1ccc(-n2cnnc2SCC(=O)NCc2cccs2)cc1	3.3	0.0	-1.2	-3.5	0.0
42	Cc1nc(C(=O)N2CCC(n3nccc3NC(=O)Nc3ccccc3Cl)CC2)cs1	-4.5	0.5	-2.9	5.1	5.1
43	O=C(CC(c1ccc(F)cc1)c1ccco1)N1CCOCC1 (configuration not stated)	-1.7	0.0	1.1	-2.2	1.2
44	CCCCC(C(=O)NC(=O)NCc1ccccc1)N1C(=O)c2ccccc2C1=O (configuration not stated)	-6.0	0.2	5.3	4.2	1.9
45	COc1cc(NS(=O)(=O)c2cc3[nH]c(=O)c(=O)[nH]c3cc2C)cc(OC)c1OC	3.3	0.8	-9.0	-9.1	0.3
46	COc1ccc(OC)c(CNC(=O)c2ccc(C)c(NC(=O)C3=C(C)OCCS3)c2)c1	4.0	0.0	1.5	-0.1	-1.8

nr	Yeast superoxide	Fam108B counter	EBNA-1 inhibitor	ZTA counter
31	111.4	2.0	-23.8	4.0
32	102.5	0.4	4.1	5.0
33	90.5	-0.2	3.2	0.2
34	91.2	-1.5	0.5	-0.7
35	107.5	-1.8	-2.7	3.1
36	87.8	0.6	9.8	-8.9
37	103.4	2.2	0.5	-10.9
38	104.6	5.9	-5.3	-11.6
39	133.9	-3.4	-2.4	8.7
40	125.6	-0.4	-2.9	-1.1
41	120.4	-1.0	6.8	13.1
42	82.0	0.5	-13.5	2.9
43	95.4	-6.8	3.0	-6.4
44	106.2	1.6	-2.2	-1.4
45	113.2	-4.1	-21.3	2.5
46	108.5	2.0	8.6	9.9

Compounds shown so far with two or more sulfur atoms (six):
nr	Structure	GLD-1 RNA inh	Efflux pump inh	BCLXL inh	MCL1 BIM primary	MEX-5 binding
6	CSc1nsc2nc(=O)c(/C=C3\C(C)=Nc4ccc(C)cc43)c(N)n12	-19.7	0.1	-8.9	-16.3	-10.6
9	COc1ccc(C2=NS(=O)(=O)N(C)C(C(=O)NCc3cccs3)=C2)cc1OC	6.2	-0.1	4.0	-3.8	0.2
15	Cc1ccc(-c2csc3nc(CSc4nnc(-c5ccc(Cl)cc5)n4C)[nH]c(=O)c23)cc1	-4.0	0.3	-6.4	-14.0	-0.3
28	Cc1ccc(N=C2NC(=O)/C(=C/c3cccs3)S2)cc1C	-34.6	0.1	-12.5	-38.2	-5.3
36	CN(C(=O)CSc1nnc(Cc2ccccc2F)n1N)C1CCS(=O)(=O)C1 (configuration not stated)	2.7	-0.2	5.2	1.9	-1.9
41	COc1ccc(-n2cnnc2SCC(=O)NCc2cccs2)cc1	3.3	0.0	-1.2	-3.5	0.0

nr	Yeast superoxide	Fam108B counter	EBNA-1 inhibitor	ZTA counter
6	115.9	7.4	1.5	7.7
9	80.4	-3.9	9.8	6.2
15	97.5	-0.4	-2.9	-1.6
28	59.4*	-28.3	4.6	11.6
36	87.8	0.6	9.8	-8.9
41	120.4	-1.0	6.8	13.1
